High-throughput results (PubChem)
CHOP inhibitor = CHOP inhibition in unfolded protein response; CHO-K1 CHOP-promoter luciferase, tunicamycin-induced, 15-18 h; inhibition, % at 10 µM; actives 3.8% (n = 220,000); AID 2732;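 active means compounds that reduced the stress-induced luciferase reporter signal by more than about 70% of percent inhibition, limit read from the data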;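 further: 0% = tunicamycin plus vehicle and 100% = wells without tunicamycin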
TNF death inh = inhibitors of TNF-alpha induced necroptosis in Jurkat FADD-/- cells; Jurkat FADD-/- TNF necroptosis rescue, ATP luminescence, 24 h; 0 = TNF only, 100 = no-TNF cells; activation (protection from cell death), % at 10 µM; actives 0.068% (n = 220,000);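 active means activation, meaning protection from cell death, of at least 50% relative to plate controls; inactive means activation below 50%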;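 further: necroptosis triggered by 40 ng/mL TNF-alpha added together with compound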
TRPN1 ag = agonists of zebrafish TRPN1 channel; actives 0.18% (n = 220,000); activation, % at 3 µM; HEK293 zebrafish TRPN1-YFP, Fluo-8 calcium fluorescence; 100% = response to 87 µM carbachol;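 active means activation above its plate's cutoff, the mean activation of test wells on that plate plus 3 SD, cut at about 19% in these data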;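 further: 0% = DMSO alone and 100% = 87 µM carbachol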
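Material: zebrafish TRPN1-YFP in HEK293 cells. Doses: one dose of 3 µM, 0.3% DMSO. Incubation: dye 1 h 37 °C plus 30 min RT. Measured by: intracellular calcium fluorescence with Fluo-8.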
Runt-SMMHC FRET = inhibitors of human RUNX1 Runt domain binding to CBFb-SMMHC; inhibition, % at 20 µM; actives 0.74% (n = 220,000); Cerulean-Runt/Venus-CBFb-SMMHC FRET ratio 530/480, 1 h; Q01196+Q13951;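 active means mean inhibition across duplicate retests at 20 µM reaching about 50%, limit read from the data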;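 further: 0% = DMSO wells and 100% = wells with excess untagged CBFb-SMMHC; inhibitors lower the FRET ratio by blocking Runt binding to CBFb-SMMHC; some results filed as inactive read as strong as hits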
Target sequence (Q01196 whole entry, looked up, the tested form may be a part): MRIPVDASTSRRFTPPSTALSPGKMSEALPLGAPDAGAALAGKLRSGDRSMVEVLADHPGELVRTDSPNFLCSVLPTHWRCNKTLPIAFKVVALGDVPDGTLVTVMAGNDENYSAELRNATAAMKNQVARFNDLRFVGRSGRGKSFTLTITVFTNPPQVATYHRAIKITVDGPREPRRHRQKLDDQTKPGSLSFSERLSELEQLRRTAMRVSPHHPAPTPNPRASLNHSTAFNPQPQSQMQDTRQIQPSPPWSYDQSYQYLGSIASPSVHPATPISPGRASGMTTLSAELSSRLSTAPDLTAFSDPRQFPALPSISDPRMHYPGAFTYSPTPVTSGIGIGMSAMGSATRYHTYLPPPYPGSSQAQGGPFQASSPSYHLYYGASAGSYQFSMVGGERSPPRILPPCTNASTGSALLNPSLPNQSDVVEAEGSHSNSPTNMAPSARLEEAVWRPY
Target sequence (Q13951 whole entry, looked up, the tested form may be a part): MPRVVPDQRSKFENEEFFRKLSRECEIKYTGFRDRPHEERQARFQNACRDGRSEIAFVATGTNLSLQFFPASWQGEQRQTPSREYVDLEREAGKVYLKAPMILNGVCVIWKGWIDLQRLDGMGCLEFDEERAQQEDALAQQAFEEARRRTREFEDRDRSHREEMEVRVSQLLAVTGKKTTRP
EBV gp42 inh = inhibitors of Epstein-Barr virus glycoprotein 42; Q1HVG2; Fluorescence polarization binding assay, mP read-out; inhibition, % (tested at 21.74 µM); actives 0.42% (n = 220,000); AID 1085; in the data active means inhibition above about 50%
TRPML3 ag = agonists of human TRPML3 channel. Q8TDD5. actives 0.29% (n = 220,000). AID 1448. activation, % at 3 µM. HEK293 TRPML3-YFP, Fluo-8 calcium fluorescence; 100% = the carbachol control signal;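 active means activation above its plate's cutoff, the mean activation of the plate's test wells plus 3 SD, cut at about 12% in these data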;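 further: 0% = DMSO only wells and 100% = carbachol wells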
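system = HEK293 cells stably carrying human TRPML3-YFP | doses = one concentration, 3 µM nominal, 0.3% DMSO | timing = dye loading 1 h 37 °C then 30 min ambient, 125 s read | detection = Fluo-8 calcium dye fluorescence, ex 470-495, em 515-575 nm | benchmarks = high control carbachol 87 µM, low control DMSO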
MDM2 E3 inh = Mdm2 E3 ligase (human) inhibition; signal enhancement, % at 5 µM; actives 0.11% (n = 210,000); cell-based MDM2 ubiquitination luciferase reporter, 2 h; 0 = plate control, 100 = twice control, blank-subtracted; Q00987; AID 1230;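 active means signal enhancement of 30% or more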;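 further: luminescence tracks abundance of the self-degrading MDM2-luciferase fusion protein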
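Buffer or medium: Cells held in DMEM | Assay system: Stable mammalian line carrying autodegrading MDM2–luciferase fusion reporter | Quantity: 2000 cells/well | Times: 4 h settle plus 2 h compound, 37 °C | Doses: One concentration, 5 µM, with 0.2% DMSO | Technique: Luminescence with SteadyLite reagent, 15 min at room temperature | Benchmarks: Plate controls and plate blanks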
PPC-1+TRAIL kill = PPC-1 cancer cell killing with TRAIL present | PPC-1 cells + TRAIL, ATPLite viability luminescence | cell killing (% activity), % at 4 µM | actives 0.41% (n = 220,000) | AID 1443;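 active means cell killing above 50% in the first pass at 4 µM, then a duplicate retest at 5 µM averaging 50% or more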;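 further: plate controls were cells with TRAIL plus DMSO for no effect and medium-only wells lacking cells for full effect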
p47phox inh = p47phox (human) inhibition. inhibition, % at 24.7 µM. p47phox/p22phox peptide binding, fluorescence polarization, 2 h. actives 0.53% (n = 220,000). P14598;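 active means inhibition above about 30%, limit read from the data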;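 further: 0% = p47phox with labelled peptide and 100% = labelled peptide alone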
Target sequence (P14598 whole entry, looked up): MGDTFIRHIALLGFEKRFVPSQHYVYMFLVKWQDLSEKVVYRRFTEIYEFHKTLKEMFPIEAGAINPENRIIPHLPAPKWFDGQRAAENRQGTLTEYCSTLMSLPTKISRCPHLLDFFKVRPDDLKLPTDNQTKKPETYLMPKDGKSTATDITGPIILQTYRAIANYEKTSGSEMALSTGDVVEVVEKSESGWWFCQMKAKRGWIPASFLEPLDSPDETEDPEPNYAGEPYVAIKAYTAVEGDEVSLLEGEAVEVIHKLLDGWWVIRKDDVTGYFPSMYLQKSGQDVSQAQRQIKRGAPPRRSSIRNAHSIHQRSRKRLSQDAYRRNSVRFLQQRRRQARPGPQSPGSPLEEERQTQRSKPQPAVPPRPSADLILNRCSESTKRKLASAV
Starred values were filed as active, the others as inactive; · = not tested or not shown.

SMILES	CHOP inhibitor	TNF death inh	TRPN1 ag	Runt-SMMHC FRET	EBV gp42 inh	TRPML3 ag	MDM2 E3 inh	PPC-1+TRAIL kill	p47phox inh
O=C(O)CSc1nnc(-c2cccnc2)n1Cc1ccccc1	24	0.8	0.4	4	-14	1.3	-7	-9	-18
CCCc1cc(=O)[nH]c(SCC(=O)Nc2ccc([N+](=O)[O-])cc2C#N)n1	1	-2.3	0.9	-3	2	0.7	-14	-8	2
Cc1ncc(CO)c(/C=N/N=C/c2ccccc2O)c1O	10	0.6	1.6	-32	-7	0.2	-15	14	-9
CCc1ccc(/C=N/NC(=O)c2cc(C3CC3)nc3ccccc23)s1	24	-15	-0.6	-2	-4	0.1	-15	0	-5
O=C(O)CN(c1ccccn1)S(=O)(=O)c1ccc(Cl)cc1	24	1.4	-0.2	-2	-30	0.5	-3	8	-3
COc1ccc(-c2cnnn2-c2ccc(NC(=O)c3ccc(S(=O)(=O)N4CCCCC4)cc3)cc2)cc1	62	0.4	1.4	6	1	0.8	-4	11	-10
O=C(c1cccc(F)c1)N1CCC(N2CCOCC2)CC1	47	-0.5	-0.2	-2	0	0.7	-19	31	-7
O=C(O)CC(NC(=O)C(c1ccccc1)c1ccccc1)c1ccc(F)cc1 (centres undefined)	8	-0.2	0.5	1	1	0.3	·	-20	23
CC1(C)CC(=O)C2=C(C1)OC1OC(=O)CC21C (centres undefined)	-14	0.0	-0.1	-2	3	1.0	-12	14	2
CN(C)S(=O)(=O)c1ccc(NC(=O)CSc2nc3ccccc3n2-c2ccccc2)cc1	36	0.9	0.0	0	0	0.3	11	6	-25
O=c1[nH]c2ccccc2nc1/C=C/c1ccccc1	11	1.1	-0.8	88*	-1	0.5	-9	18	·
Cc1nn(CC(=O)N2CCOCC2)c(=O)c2ccccc12	-24	1.1	0.6	-3	0	1.1	-6	-23	2
Cc1cc(=O)[nH]c(SCC(=O)NC(c2ccccc2)c2ccccc2)n1	8	-0.8	0.2	3	-1	0.3	-3	22	1
O=C(COc1ncnc2ccccc12)Nc1cc([N+](=O)[O-])ccc1F	18	8.3	-0.6	-3	-9	-0.1	-7	-3	-9
O=C(COC(=O)C1CCCCC1C(=O)N1CCc2ccccc21)NCc1ccco1 (centres undefined)	49	-2.6	-3.2	1	-2	-0.1	5	-2	-17
CN(C)c1cc(C(F)(F)F)nc(-c2ccccn2)n1	-7	-1.0	0.5	2	-1	0.0	31*	3	-6
Cc1cc(N)n(-c2ccc(S(=O)(=O)N3CCOCC3)cc2[N+](=O)[O-])n1	7	-0.2	-1.0	0	-13	-0.5	-11	15	-11
CC(C)CCNC(=O)CCc1nnc(COc2ccccc2)o1	4	-0.7	-0.1	2	-19	0.7	-8	22	-1
CC(=O)Cc1nsc(NC(=O)c2cccs2)n1	0	-2.0	-0.4	-5	-15	0.4	-20	34	-1
COc1ccc(/C=C/C(=O)c2cc3cccc(OC)c3oc2=O)cc1	-18	0.9	0.5	18	-6	-0.4	6	31	-4
CCOC(=O)C1=C(N)OC2=C(C(=O)CC(C)(C)C2)C1c1cccnc1 (centres undefined)	9	-3.4	-0.1	2	-16	-0.3	1	3	-13
CCN1C(=O)c2cccc3c(NC(=O)c4ccccc4)ccc1c23	-40	-1.4	0.4	-47	-1	0.0	4	-12	12
O=C(NCc1ccco1)C1CCN(C(=O)Cc2ccccc2)CC1	5	-1.5	-0.5	-4	-9	0.7	-6	21	-15
CCNc1ccc(C(=O)OCC(=O)N(Cc2ccccc2)C(C)(C)C)cc1[N+](=O)[O-]	22	1.0	1.5	-2	-21	0.4	-11	14	-12
O=C1C=C(Nc2ccccc2O)c2ccccc2C1=O	-22	-7.8	0.3	1	10	0.0	-11	34	-2
CCOC(=O)c1ccc(NC(=O)CSc2nnc(CCc3ccc(C)o3)n2-c2ccccc2)cc1	103*	-7.0	-0.4	6	-1	-0.6	-4	24	-6
COc1ccc(CC(=O)NCc2cccs2)cc1	61	-3.6	-0.5	0	-7	-0.8	9	3	-18
NNC(=O)CC(=O)NC1(Cc2ccc(O)cc2)CCCCC1	6	2.1	0.2	-5	4	-0.5	-4	21	5
O=C(COC(=O)Cc1cccc(C(F)(F)F)c1)Nc1ccc2c(c1)OCCO2	3	1.0	0.1	0	1	0.2	-10	20	-7
CCCn1c(N)c(NCCN2CCOCC2)c(=O)n(CC(=O)NCc2ccccc2)c1=O	-4	2.7	-0.7	-5	-13	-0.5	3	-1	3
Cc1cccc(OCCCC(=O)N2CCCc3ccccc32)c1C	60	0.4	-1.4	-5	-17	-0.7	1	-14	-15
O=C(N/N=C/c1ccc(Br)s1)c1cccc([N+](=O)[O-])c1	28	0.9	0.3	-2	26	0.9	3	9	-9
Cc1noc(/C=C/N(C)C)c1S(=O)(=O)N(C)CC(=O)N1CCc2ccccc21	31	-0.9	1.4	4	-17	0.3	-6	15	-6
Cc1nc(N2CCN(c3ccccn3)CC2)c2c(C)c(C(=O)Nc3ccc(F)cc3F)sc2n1	-5	-2.7	0.5	-9	-1	1.1	-18	·	-4
NC(=O)COC(=O)c1ccc(NS(=O)(=O)c2ccc3c(c2)OCCO3)cc1	1	1.0	0.3	-1	-5	0.7	·	2	-14
Cc1ccc(-c2nnn(CC(=O)N(c3ccccc3)C(C(=O)NCC3CCCO3)c3ccc(Cl)cc3)n2)cc1 (centres undefined)	36	-10	0.2	1	-23	0.7	-17	6	-4
COc1ccc(N2C(=O)C(CN3CCCCC3)C2c2ccccc2)cc1 (centres undefined)	19	0.7	-1.1	-6	-13	0.5	1	10	-9
CN(CCC#N)C(=O)CC(Cc1ccccc1)C1CCOC(C)(C)C1 (centres undefined)	3	0.4	1.6	-4	-20	0.7	-21	7	-11
Cc1ccc(S(=O)(=O)N2CCN(c3c([N+](=O)[O-])cc(C(F)(F)F)cc3[N+](=O)[O-])CC2)cc1	26	4.3	-1.1	2	-16	0.5	-9	11	-1
O=C(CN1CCC(Cc2ccccc2)CC1)Nc1ccc2c(c1)OCCO2	-20	2.4	0.5	7	-16	0.6	·	2	-2
C=C(C)c1cccc(C(C)(C)NC(=O)N2CCN(c3ccccn3)CC2)c1	26	-1.1	0.7	1	-4	0.7	-11	9	6
CC(=O)c1cccc(NC(=O)c2nc(-c3ccccc3)oc2C)c1	11	-0.1	-2.0	-1	-14	-0.3	0	11	-23
CS(=O)(=O)N1CCCC(C(=O)NCc2ccc(F)cc2)C1 (centres undefined)	69	1.2	0.0	2	-21	0.6	-14	-26	2
C#CCOCCOCCOCCNc1nc(N2CCN(C(=O)[C@H]([C@@H](C)CC)n3cc([C@@H](N)Cc4ccc(O)cc4)nn3)CC2)nc(N2CCN(C(=O)[C@H](CCCCN)n3cc([C@@H](N)CO)nn3)CC2)n1	-4	0.5	0.7	0	-2	-0.1	·	27	30
Cn1c(N2CCOCC2)c(/C=N/O)c2ccccc21	23	-0.1	-2.3	3	6	0.6	-10	19	1
C=CCN(CC(O)c1cccc([N+](=O)[O-])c1)C(C)CCc1ccccc1 (centres undefined)	10	5.2	-1.9	-2	-13	-0.2	-7	-1	-8
Cc1cc(C)cc(N(C(C)C(=O)NCCC2=CCCCC2)S(C)(=O)=O)c1 (centres undefined)	36	-0.7	-1.6	-3	0	-0.2	-2	7	-5
COc1cccc(CC(Cc2nc3ccccc3[nH]2)c2nc3ccccc3[nH]2)c1 (centres undefined)	-27	2.7	-2.0	3	4	-1.5	-19	4	-17
CCOC(=O)c1c(NC(=O)CSc2cn(CC)c3ccccc23)sc2c1CCC2	38	1.2	-0.6	-1	-4	0.7	·	6	-14
O=C(NCc1ccc(F)cc1Cl)C1CCN(S(=O)(=O)N2CCC3(CC2)OCCO3)CC1	6	-2.8	0.3	-1	29	1.0	-9	20	-13
CCN(CC)C(=O)CCNS(=O)(=O)c1ccc(C)cc1	-10	-0.2	0.2	-2	4	-0.5	-4	-4	7
Cc1ccc(S(=O)(=O)N(C)Cc2ccc(C(=O)NN=C3C4CC5CC(C4)CC3C5)cc2)cc1	13	2.3	1.2	0	-2	0.9	-3	15	5
N=C(N)SCc1ncccc1O	-1	-2.3	-0.8	-5	1	1.2	-8	5	-4
Cc1ccc(CN2CCN(C/C=C/c3ccc(F)cc3)CC2CCO)o1 (centres undefined)	11	2.0	-0.1	2	-18	0.0	2	-6	-7
COc1ccc(CCNC(=O)CSc2nc(N)c3c(C)c(C)oc3n2)cc1OC	12	-1.6	0.8	-3	-17	0.3	-10	4	-6
CN(C(=S)NC(=O)c1ccccc1)c1c(N)n(Cc2ccccc2)c(=O)[nH]c1=O	-7	0.9	1.4	-1	5	0.4	·	14	-8
COc1ccc(OC)c(/C(O)=C/C(=O)C(=O)Nc2ccccc2OC)c1	75*	-0.8	0.3	-2	-5	0.3	-10	-16	-4
Nc1nc(SCC(=O)Nc2ccccc2)nc2nc3c(cc12)CCCC3	30	-0.6	-2.9	-4	10	-0.7	-4	24	-53
CCCCCCOc1ccc(N2C(=O)CC(N3CCN(C(=O)c4ccco4)CC3)C2=O)cc1 (centres undefined)	39	-2.1	-0.2	-5	8	1.2	·	-4	-4
CCCCNC(=O)NC(C(=O)OC)C12CC3CC(CC(C3)C1)C2 (centres undefined)	-2	-0.5	-1.7	-6	5	-0.3	-18	0	-9
c1ccc2oc(SCc3cn4ccccc4n3)nc2c1	34	-1.0	0.5	-6	-9	-0.4	-11	12	-5
CC1Cc2ccccc2N1S(=O)(=O)c1cccc(C(=O)Nc2cccnc2)c1 (centres undefined)	15	-0.3	4.4	0	-3	0.9	·	-1	-8
Cc1ccc(-c2nc3ccccc3s2)cc1NC(=O)c1cc(-n2cnnc2)ccc1Cl	100*	-2.3	-0.4	-4	-9	-0.3	-8	12	1

Some of the entries above in a different format:
SMILES | CHOP inhibitor | TNF death inh | TRPN1 ag | Runt-SMMHC FRET | EBV gp42 inh | TRPML3 ag | MDM2 E3 inh | PPC-1+TRAIL kill | p47phox inh
CS(=O)(=O)N1CCCC(C(=O)NCc2ccc(F)cc2)C1 (centres undefined) | 69 | 1.2 | 0.0 | 2 | -21 | 0.6 | -14 | -26 | 2
C#CCOCCOCCOCCNc1nc(N2CCN(C(=O)[C@H]([C@@H](C)CC)n3cc([C@@H](N)Cc4ccc(O)cc4)nn3)CC2)nc(N2CCN(C(=O)[C@H](CCCCN)n3cc([C@@H](N)CO)nn3)CC2)n1 | -4 | 0.5 | 0.7 | 0 | -2 | -0.1 | · | 27 | 30

Outcome played no part in choosing rows; 5.9% or so of the library scored in one or more.
